High-throughput results as filed in PubChem.
ARFGAP1 inh: inhibits rat ARF GTPase activating protein 1; Q62848; Arfgap1-stimulated ARF1 GTP hydrolysis, GDP FP detection; inhibition, % at 16.5 µM; 360,000 tested, 0.26% active;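 active means inhibition above a per-plate limit, mean inhibition of low control wells plus 3 SD, cut at about 25% in these data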;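 further: 0% = DMSO wells with enzyme and 100% = wells lacking Arfgap1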
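Material: rat Arfgap1 GAP domain (His6, aa 1-136), purified enzyme. Also added: human ARF1(Δ1-17)-GTP substrate. Compound dosing: 16.5 µM single point, 1.26% DMSO. Timing: enzyme reaction 120 min at 25 °C after 20 min preincubation. Signal: GDP detection by fluorescence polarization. Read-out basis: percent inhibition of GAP-stimulated GDP formation, scaled between DMSO and no-Arfgap1 medians.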
rCAG RNA binder: binds r(CAG) RNA repeats. r(CAG) RNA repeat, TO-PRO-1 dye displacement fluorescence. 370,000 tested, 1.3% active. inhibition, % at 3 µM;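 active means inhibition above the plate cutoff, the mean of all test compounds on that plate plus 3 SD, cut at about 35% in these data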;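 further: 0% = DMSO alone and 100% = 100 µM mitoxantrone as full dye displacement; higher means more dye released from RNA so lower well fluorescence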
GC-A act: GC-A (human) enzyme activation. 370,000 tested, 0.14% active. HEK293 GC-A cells, cGMP TR-FRET, EC30 ANP; 0% at EC30 ANP, 100% saturating ANP. activation, % at 10 µM; in the data active means activation above about 40%
NPR2 activator: GC-B (human) receptor activation; activation, % at 10 µM; P20594; HEK293-GC-B cells, CNP EC30, cGMP TR-FRET; 0% at EC30 CNP, 100% saturating CNP; 370,000 tested, 0.11% active;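 active means activation at 10 µM reaching about 35% in either raw or pattern-adjusted values, limit read from the data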
NR1D1 modulator: modulates human Rev-erb alpha binding to DNA. P20393. Rev-erbα–FITC-DNA binding, fluorescence polarization, 90 min. activity, % at 10 µM. 370,000 tested, 0.79% active;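 active means activity above about 14%, limit read from the data; passing the limit was not always enough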;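 further: 0% = DMSO wells with 35 nM protein and 100% = DMSO wells with 750 nM protein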
Target sequence (P20393 whole entry, looked up): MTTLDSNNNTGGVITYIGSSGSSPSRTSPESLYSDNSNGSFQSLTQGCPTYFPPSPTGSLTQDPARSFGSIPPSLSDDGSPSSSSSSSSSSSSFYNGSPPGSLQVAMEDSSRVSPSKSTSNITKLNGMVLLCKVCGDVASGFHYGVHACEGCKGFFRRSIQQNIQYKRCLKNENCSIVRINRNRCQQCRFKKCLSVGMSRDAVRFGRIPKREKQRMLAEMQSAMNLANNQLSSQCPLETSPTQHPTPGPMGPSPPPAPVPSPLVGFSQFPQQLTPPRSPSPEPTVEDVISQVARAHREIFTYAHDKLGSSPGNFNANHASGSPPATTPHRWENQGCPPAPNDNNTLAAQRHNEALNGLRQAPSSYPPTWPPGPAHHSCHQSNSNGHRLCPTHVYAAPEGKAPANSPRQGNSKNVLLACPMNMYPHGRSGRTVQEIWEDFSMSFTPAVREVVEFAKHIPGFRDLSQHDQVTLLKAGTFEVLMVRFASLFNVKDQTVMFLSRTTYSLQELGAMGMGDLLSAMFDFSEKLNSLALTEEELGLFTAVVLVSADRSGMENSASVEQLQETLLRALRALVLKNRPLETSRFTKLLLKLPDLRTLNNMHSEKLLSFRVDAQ
PG9 Ab binder: small molecules binding HIV-1 gp120 antibody PG9; 360,000 tested, 0.43% active; inhibition, % at 6.7 µM; TR-FRET gp120-PG9 antibody binding; in the data active means inhibition above about 8.5%
ASAP1 GAP inh: blocks human ASAP1-stimulated Arf1 GTP hydrolysis | Q9ULH1 | GDP FP detection | 360,000 tested, 0.19% active | AID 624377 | inhibition, % at 16.5 µM; in the data active means inhibition above about 25%;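 further: 0% = vehicle with enzyme and substrate and 100% = no enzyme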
SMARCA2 activ: SMARCA2 function activation, primary screen. MG213 cells, MMTV-luciferase reporter, dexamethasone, overnight. activation, % at 9.1 µM. 370,000 tested, 1% active. AID 652017; in the data active means activation above about 7.8%;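 further: 0% = vehicle wells and 100% = reference activator wells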
HTRA1 inhibitor: inhibitors of human serine peptidase HTRA1; Q92743; recombinant HTRA1, FP-rhodamine activity-based probe, fluorescence polarization; inhibition, % at 5.96 µM; 340,000 tested, 0.5% active; in the data active means inhibition above about 36%;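 further: 0% = enzyme with DMSO and 100% = wells lacking enzyme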
mABHD4 FP: inhibits mouse alpha/beta hydrolase domain 4; inhibition, % at 8.92 µM; Q8VD66; 370,000 tested, 0.54% active; purified mABHD4, FP-Rh probe fluorescence polarization;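 active means inhibition exceeding the mean over every tested compound plus 3 SD, cut at about 30% in these data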;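 further: 0% = plate median of compound wells and 100% = S159A mutant with DMSO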
Target sequence (Q8VD66 whole entry, looked up, the tested form may be a part): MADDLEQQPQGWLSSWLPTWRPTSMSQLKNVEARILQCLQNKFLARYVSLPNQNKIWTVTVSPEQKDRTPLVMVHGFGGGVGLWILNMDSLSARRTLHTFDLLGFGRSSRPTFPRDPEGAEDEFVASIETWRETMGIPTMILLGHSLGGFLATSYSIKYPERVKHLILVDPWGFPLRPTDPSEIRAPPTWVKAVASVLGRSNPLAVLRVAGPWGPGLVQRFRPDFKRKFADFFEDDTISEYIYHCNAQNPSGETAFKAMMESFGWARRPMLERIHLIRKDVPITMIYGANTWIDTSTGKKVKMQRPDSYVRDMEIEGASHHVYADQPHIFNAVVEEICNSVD
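Assay system: mABHD4 protein; medium: HEPES pH 7.0, NaCl, Pluronic buffer; dosing: 8.92 µM, single dose; schedule: 45 min + 60 min at 25 °C; signal: FP readout, ex 525 nm / em 598 nm; read-out: normalized percent inhibition of probe labeling; repeats: single replicate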
An asterisk follows results filed as active; / = no result given. The order is random; about 4.4% have a hit in one of these screens.

no.	SMILES	NPR2 activator	rCAG RNA binder	GC-A act	SMARCA2 activ	ASAP1 GAP inh	NR1D1 modulator	ARFGAP1 inh	PG9 Ab binder	mABHD4 FP	HTRA1 inhibitor
1	CCOC(=O)C(C(C)=O)C(c1ccc(OC)cc1)C(C(C)=O)C(=O)OCC (stereo unspecified)	-3.9	-1.7	-2.0	0.8	-1.9	-0.6	-9.7	-1.4	-3.5	1.8
2	COc1cccc(C2C(C#N)=C(N)Oc3cc(N)ccc32)c1OC (stereo unspecified)	0.7	3.2	-3.3	-0.8	-5.8	-2.9	-0.9	1.2	21.7	5.4
3	Cc1cc(Cl)c2oc(C(=O)N(C)CCc3cnn(C)c3)c(C)c2c1	-1.8	-4.0	5.0	1.0	-3.1	-2.2	2.4	-0.7	1.8	-11.2
4	COc1ccc2oc3cc(C)[n+]([O-])c(-c4ccc(C)cc4)c3c2c1	-2.9	0.8	-9.1	-4.4	1.4	1.1	-4.6	2.2	-12.5	-0.8
5	O=C(O)CSc1nnc(COc2cccc3ccccc23)o1	0.2	4.8	3.5	0.8	8.8	1.1	-5.4	-0.8	-5.8	7.7
6	COc1cc2cc(-c3ccc(OC)c(OC)c3C)nc(N)c2cc1OC	-6.3	7.7	3.1	-3.4	-16.7	1.5	10.9	-1.7	8.6	/
7	CCCC(C(=O)NCc1ccc(OC)cc1)N(Cc1ccco1)C(=O)c1snc(C(N)=O)c1N (stereo unspecified)	-12.3	-3.2	-34.5	-2.1	4.1	5.9	5.2	1.3	-3.4	-13.4
8	O=C(NCCc1ccc2c(c1)OCCO2)c1cccc(F)c1	-0.9	-4.3	-1.4	1.6	7.3	-0.3	-0.1	-1.6	2.2	2.4
9	CCOc1nc(-c2ccc(Cl)cc2Cl)ccc1C#N	-9.7	-3.6	-3.9	-1.5	11.6	2.2	-7.4	3.7	4.7	-9.1
10	Cn1cc(CCC(=O)N2CCCC(CCC(=O)NCc3ccccc3F)C2)cn1 (stereo unspecified)	-2.9	-2.4	-0.4	0.5	-17.2	1.4	7.0	-3.9	-0.6	4.2
11	Cc1ccc(NC(NC(=O)c2ccccn2)C(Cl)(Cl)Cl)cc1 (stereo unspecified)	-4.4	-0.2	-2.8	1.8	7.9	2.9	9.5	-1.8	-2.0	-11.0
12	Nc1nn2cc(-c3ccc(Br)cc3)nc2c2ccccc12	-7.0	28.2	8.3	6.9	8.2	-2.6	16.2	0.6	-14.9	-68.8
13	Cc1ccc(OCCCC(=O)Nc2nncs2)cc1	0.0	-0.6	-0.8	-1.2	-15.3	-2.2	2.2	-1.3	-2.1	-4.8
14	CS(=O)(=O)N1CCC(Oc2ccccc2C(=O)NC(C2CC2)C2CC2)CC1	-5.2	-7.3	-3.7	0.9	1.8	-5.1	0.5	0.4	-0.5	-3.6
15	CC(C)Cc1nc(N2CCOCC2)c(C#N)c2c1CCC2	-2.2	-4.0	-1.0	-1.8	11.4	2.6	-13.6	-1.8	4.6	0.9
16	CCOC(=O)c1c(C)noc1-c1ccco1	2.0	0.8	2.2	-2.2	-2.3	-1.7	-3.9	-2.2	-0.7	/
17	CCn1c(CC(=O)Nc2ccccc2)nnc1SCC(=O)NC1CCCC1	-3.1	0.2	2.0	-0.3	-8.3	1.0	-3.2	0.3	-6.8	4.7
18	COc1ccc(CCNC(=O)/C=C\c2ccccc2)cc1OC	4.9	-0.7	2.7	-4.3	-4.2	1.1	3.3	0.3	4.9	-2.5
19	O=C1c2ccccc2C(=O)N1CCc1ccccn1	-1.5	0.2	-0.6	-3.0	3.5	-0.4	-3.2	-1.6	-3.1	-6.4
20	CCc1nc2ccc(C(=O)Nc3ccc4c(c3)OCC(=O)N4)cn2c1N(C)C(=O)C1CCCCC1	-3.6	3.6	-2.6	-2.4	-5.8	-1.2	8.7	-1.9	1.9	/
21	CC(C)(C)Cc1nnc(NS(=O)(=O)c2ccc([N+](=O)[O-])cc2)s1	2.3	32.7	-1.9	-0.7	-10.5	2.2	-9.9	-2.1	-2.9	-1.0
22	COc1ccc(C(=O)n2nc(C)c(Br)c2C)cc1OC	0.6	-7.4	-0.9	-1.4	17.6	2.0	1.5	-2.2	6.3	10.0
23	CCN(CC)C(=S)NC(=O)C12CC3CC(CC(C3)C1)C2	4.7	-3.4	2.4	-7.7	-11.8	-4.3	6.0	-2.2	-4.8	-4.2
24	C=CCn1c(C(C)NC(=O)c2cccs2)n[nH]c1=S (stereo unspecified)	5.0	-1.9	0.2	-3.2	1.2	5.3	1.4	0.2	5.2	1.6
25	COc1ccc(CNC(=O)Cn2nc(-c3ccc4c(c3)OCCO4)ccc2=O)cc1	-2.6	-1.2	-1.7	0.2	5.8	-2.5	-7.5	-2.3	6.3	-4.8

(cont.)
no.	SMILES	NPR2 activator	rCAG RNA binder	GC-A act	SMARCA2 activ	ASAP1 GAP inh	NR1D1 modulator	ARFGAP1 inh	PG9 Ab binder	mABHD4 FP	HTRA1 inhibitor
26	COc1cc(C(CC(=O)Nc2cccc(C)n2)N2Cc3ccccc3C2=O)cc(OC)c1OC (stereo unspecified)	6.6	-4.3	-1.9	7.2	2.0	7.2	17.2	1.2	-10.3	2.3
27	Cc1nc(CC(=O)c2ccc(O)c(C)c2O)cs1	10.4	-2.6	2.2	-5.8	3.8	-0.3	1.1	0.0	-4.3	14.9
28	Cc1cccc(NC(=O)C2CC(=O)n3cnnc3S2)c1 (stereo unspecified)	4.6	13.1	-0.5	-4.4	3.5	-4.4	6.3	3.0	-19.6	-9.5
29	Cc1cc(=O)c2cc(C(=O)c3ccccc3)ccc2[nH]1	0.7	1.7	0.7	2.9	-0.7	-4.8	-6.2	-0.6	4.2	4.0
30	CCOC(=O)C1=C(C)NC(=O)CC1c1cc(OC)c(OC)cc1Br (stereo unspecified)	-2.8	-2.9	-11.2	2.7	13.6	-3.6	7.7	-2.5	-8.2	-6.0
31	COC(=O)C(Cc1ccccc1)P(=O)(c1ccccc1)c1ccccc1 (stereo unspecified)	-11.4	-9.4	-14.3	-0.9	0.0	0.8	2.4	1.2	2.6	0.5
32	COc1ccc(-c2cc(C(=O)N3CCCc4ccccc43)no2)cc1OC	-1.2	-1.4	-3.0	1.3	0.1	3.2	3.6	0.7	-24.2	-10.8
33	FC(F)Oc1ccc(NC(=S)NCCc2ccccn2)cc1	-5.2	-3.3	-2.2	-1.5	-22.8	1.1	-3.0	-1.1	-3.6	-6.2
34	CCc1ccc(CNC(=O)CC2C(=O)NCCN2Cc2ccccc2F)nc1 (stereo unspecified)	-3.9	-0.2	3.4	-2.1	-2.6	0.2	-0.7	-2.1	-2.5	-0.9
35	COc1ccc(C(C)NC(=O)c2ccncc2)cc1OC (stereo unspecified)	2.6	-1.1	3.5	-2.5	-0.8	1.5	10.7	-2.9	10.4	1.9
36	COC(=O)c1ccc(S(=O)(=O)N2CCOCC2)o1	1.7	2.6	-1.0	-0.8	-8.2	-6.6	-5.5	-0.1	1.4	1.3
37	COc1ccc2c(CC(=O)O)cc(=O)oc2c1	-2.3	-2.1	-1.5	2.3	-7.0	1.1	1.6	-1.7	2.3	-4.9
38	COc1ccc(NC(=O)COC(=O)c2c3c(nc4ccccc24)CCCC3)cc1Cl	-4.9	12.0	8.3	-4.3	0.0	3.9	26.9*	-1.4	-55.5	-79.5
39	COc1ccc(NC(=O)NCC(C)CSc2ccc(C)cc2)c(OC)c1 (stereo unspecified)	-8.7	-2.4	-0.1	-3.2	3.1	0.2	-4.4	0.1	5.1	-4.8
40	Cc1ccc(C(=O)N2c3ccc(F)cc3CCC2C)o1 (stereo unspecified)	-0.4	-2.3	-3.6	1.1	2.1	5.6	-3.3	-0.3	1.8	5.1
41	CCOc1ccc2[nH]c3nc(SCC(=O)NC4CC4)nnc3c2c1	-6.1	0.8	3.2	-1.4	6.9	-4.4	9.5	-0.7	5.9	-3.3
42	Cc1nc2c(C#N)c[nH]n2c(=O)c1CCO	2.9	1.0	-5.7	-5.6	-4.0	-3.4	-1.3	-2.2	-4.0	0.4
43	COc1ccc(C)cc1S(=O)(=O)Nc1ccc2c(c1)OCO2	-6.5	-0.1	-9.3	-0.9	5.1	5.7	0.7	-0.6	0.4	1.3
44	CCCCc1ccc(/C(C)=N/Nc2cc(N3CCOCC3)nc(C)n2)cc1	-7.8	-2.1	-7.0	-2.6	15.7	-9.3	0.5	-0.8	-7.3	-4.0
45	C=CCn1c(C)cc(C(=O)CSc2nnc3c(Cl)cc(Cl)cn23)c1C	-7.0	1.8	0.4	1.2	-7.9	0.2	-4.5	-0.3	1.9	-5.6
46	O=C1CN(c2ccccc2Cl)C(=O)CN1c1ccccc1Cl	4.8	2.3	0.5	-2.9	-14.5	-5.6	6.5	0.7	4.1	1.8
47	Cc1ccc(N2CC(C(=O)Nc3cccnc3)CC2=O)cc1 (stereo unspecified)	0.7	1.6	1.1	-3.2	-0.7	4.1	8.5	-1.1	1.1	-4.8
48	COc1cc(NS(=O)(=O)c2ccc(NC(C)=O)cc2)cc(OC)c1	0.8	-3.7	-2.4	-3.2	-3.1	-10.3	-6.4	-0.8	-6.9	10.5
49	COC(=O)C1=C(C)Nc2nc(-c3ccccc3)nn2C1c1ccc(C)o1 (stereo unspecified)	-3.2	1.8	-1.8	0.3	10.6	-5.1	-8.0	-1.3	-3.1	-12.0
50	CCC(C)(C)n1nnnc1C(c1ccc2ncccc2c1)N1CCCC(C)C1 (stereo unspecified)	-2.2	-7.5	-8.0	0.3	-3.0	3.7	-3.6	1.1	-1.7	-2.5

Whole records, looked up by structure. Order of screens: NPR2 activator	rCAG RNA binder	GC-A act	SMARCA2 activ	ASAP1 GAP inh	NR1D1 modulator	ARFGAP1 inh	PG9 Ab binder	mABHD4 FP	HTRA1 inhibitor
Cc1nc(CC(=O)c2ccc(O)c(C)c2O)cs1 reads 10.4	-2.6	2.2	-5.8	3.8	-0.3	1.1	0.0	-4.3	14.9
Cc1ccc(N2CC(C(=O)Nc3cccnc3)CC2=O)cc1 (stereo unspecified) reads 0.7	1.6	1.1	-3.2	-0.7	4.1	8.5	-1.1	1.1	-4.8
